# Screening data from PubChem BioAssay.
# Cycloheximide cs = counter-screen for Shiga toxin inhibitors: cycloheximide protein synthesis inhibition | max response, % | cell reporter, cycloheximide protein synthesis inhibition counterscreen | hit rate 12% among 300,000; in the data active = max response mostly above about 13%, no sharp cut-off; inactive = mostly below about 14%; note: read at 38.3 µM for the half of the compounds with a filed dose; 0% is about no effect
# HCV inh = HCV inhibition. Huh7.5.1 HCVcc-Cre infection, luciferase reporter, 44 h. Potency, µM (series often up to 41.8 µM), without a hit: top-dose activity change, negative = inhibition, actives largely listed as inhibitors. hit rate 3.4% among 340,000. AID 651820; note: potency is the fitted concentration of half-maximal effect; % is set by controls: 0 for no effect and ±100 for the full control effect
#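 Infectious HCVcc-Cre (~0.5 moi) was added to cells just after compound, with cells seeded 4 h earlier at 1,000 per well. Luciferase activity after 44 h culture reported infection; substrate was incubated 15 min at room temperature before reading.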
# FBPA Giardia inh = inhibitors of Giardia lamblia fructose-1,6-bisphosphate aldolase; purified Giardia FBPA; AID 2451; Potency, µM (titrated, usually from 59.6 µM), without a hit: top-dose activity, negative = inhibition, most hits filed as inhibitors; A8B2U2; hit rate 0.71% among 290,000; note: potency is the fitted concentration of half-maximal effect; % is set by controls: 0 for no effect and ±100 for the full control effect; nearly all actives have a fitted effect of over 55% in size
# Target sequence (A8B2U2 whole entry, looked up): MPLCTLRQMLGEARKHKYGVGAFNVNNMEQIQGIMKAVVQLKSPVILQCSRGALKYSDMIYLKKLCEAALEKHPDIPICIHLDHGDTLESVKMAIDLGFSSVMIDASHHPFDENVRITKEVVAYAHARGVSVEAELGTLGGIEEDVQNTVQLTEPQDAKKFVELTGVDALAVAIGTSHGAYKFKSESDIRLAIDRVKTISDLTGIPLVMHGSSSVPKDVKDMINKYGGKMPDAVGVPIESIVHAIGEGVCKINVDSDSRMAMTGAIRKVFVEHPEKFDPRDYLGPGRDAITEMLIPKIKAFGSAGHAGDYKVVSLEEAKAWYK
#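 40 nM FBPA preincubated 10 min at RT with compound (up to 57.5 uM final), then substrate plus GAPDH/TPI/NAD/arsenate coupling and diaphorase/resazurin added. Fluorescence read after 20 min at RT, 525/598 nm.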
# Pf growth 96h = P. falciparum growth inhibition at 96 hours; P. falciparum luciferase reporter growth, 96 h; Potency, µM (series often up to 28.7 µM), for inactives: top-dose activity change, negative = inhibition, usual class: inhibitors; hit rate 6.9% among 320,000; AID 504834; note: potency is the fitted concentration of half-maximal effect; % is set by controls: 0 for no effect and ±100 for the full control effect
#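 Parasite growth measured via integrated firefly luciferase reporter in P. falciparum. Infected erythrocytes at 2% hematocrit, 0.05% parasitemia final were treated 96 hours at 37 C under 5% CO2, and luminescence was read.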
# Shiga toxin inh = inhibitors of Shiga toxin in Vero cells. Vero cells, Shiga toxin protein synthesis inhibition reporter. inhibition, % at 38.7 µM. hit rate 9.2% among 290,000. AID 2315; in the data active = inhibition mostly above about 28%, no sharp cut-off; inactive = mostly below about 43%; note: 0% is about no effect
# Pf growth 48h = P. falciparum growth inhibition at 48 hours (one generation); P. falciparum luciferase growth in erythrocytes, 48 h; Potency, µM (titrated, usually from 28.7 µM), for inactives: top-dose activity change, negative = inhibition, most hits filed as inhibitors; hit rate 5.9% among 310,000; AID 504832; note: potency is the fitted concentration of half-maximal effect; % is set by controls: 0 for no effect and ±100 for the full control effect
#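 Read-out is firefly luciferase luminescence from an integrated reporter in P. falciparum, so falling signal marks reduced parasite growth. Infected erythrocytes were at 2% hematocrit and 0.1% parasitemia (final) in Albumax-supplemented RPMI 1640.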
# * hit, by the source's call; u = inconclusive; x = no result given; & = joins results of further samples; [ ] = remark or other dose. Unless noted, calls come from the whole dose curve; as a rule, active = well fitted curve in the direction sought with a large enough effect; inconclusive = small, poorly fitted or top-dose-only effect, or another doubt; inactive = no such curve, though single readings can be large; an effect the other way counts as inactive or inconclusive. Not a hit list; any-hit rate near 24%.
no.	mol	Cycloheximide cs	HCV inh	FBPA Giardia inh
1	O=C1c2ccccc2C(=O)C12OC(c1ccccc1)C1(C(=O)c3ccccc3C1=O)C2c1cccc([N+](=O)[O-])c1 (configuration not stated)	11	12%	-16%
2	CC(Sc1nnc(Cc2ccc([N+](=O)[O-])cc2)o1)C(N)=O (configuration not stated)	2	13%	-1%
3	COc1ccc(CCNc2nc(-c3sc(N)nc3C)cs2)cc1OC	10	-9%	-20%
4	O=C(COc1ccc(F)c(Cl)c1)c1ccc[nH]1	36*	-6%	1%
5	CCN(CC)CCNC(=O)c1cn(CC)c2ccc(S(=O)(=O)N(C)C)cc2c1=O	-8	2%	0%
6	CCCC(=O)Nc1c(-c2ccccc2Cl)c(=O)c2ccccc2n1C	-3	11%	3%
7	COc1ccc(S(=O)(=O)N(CC(=O)NCc2cccnc2)Cc2ccccc2)cc1	1	20%	0%
8	C[C@@H](NC(=O)c1[nH]cnc1C(=O)Nc1cccc(Cl)c1)c1ccccc1	x	0%	x

no.	Pf growth 96h	Shiga toxin inh	Pf growth 48h
1	u	12	148%[activator]
2	2%	-12	46%[activator]
3	u	-14	u
4	u	40	20%
5	13%	-11	x
6	9%	5	8%
7	441%[activator]	-6	-18%
8	u	x	u

# (more compounds)
no.	mol	Cycloheximide cs	HCV inh	FBPA Giardia inh
9	O=C(CN1CCSC1=O)N1CCN(S(=O)(=O)c2ccc(F)cc2)CC1	x	22%	x
10	O=C(COC(=O)/C=C/c1ccc(S(=O)(=O)N2CCOCC2)cc1)NCc1ccc(Cl)cc1	-2	3%	2%
11	CCOC(=O)c1ccc(Oc2nc(NC)nc(SC)n2)cc1	-8	-6%	8%
12	O=C1CC(NS(=O)(=O)c2cccnc2)CN1c1ccc(Cl)cc1 (configuration not stated)	x	7%	x
13	S=C(Nc1cccc(Cl)c1Cl)N1CCC2(CC1)OCCO2	4	8%	-5%
14	O=C(Cc1cccc2ccccc12)NCC(=O)N1CCN(Cc2cccc(C(F)(F)F)c2)CC1	x	5.6µM*	x
15	O=C(COc1ccc([N+](=O)[O-])cc1Cl)N(C1CCCCC1)C1CCS(=O)(=O)C1 (configuration not stated)	x	7%	x
16	CN(CC(=O)Nc1ccc(F)cc1)c1ccc(S(=O)(=O)N2CCCC2)cn1	-3	12%	-6%

no.	Pf growth 96h	Shiga toxin inh	Pf growth 48h
9	33%[activator]	x	-1%
10	u	-2	0%
11	x	-20	3.7µM*
12	-6%	x	-5%
13	45%[1.15 µM]	8	14%
14	-16%	x	-6%
15	-14%	x	5%
16	-16%	-15	-6%

# Continuation.
no.	mol	Cycloheximide cs	HCV inh	FBPA Giardia inh
17	CC(=O)Nc1ccc(S(=O)(=O)NCCc2ccc(F)cc2)cc1	3	x	8%
18	Cc1ccc(S(=O)(=O)N(CC(=O)Nc2cccc([N+](=O)[O-])c2)C2CCCCC2)cc1	-1	-16%	-1%
19	CC(C)c1onc(C(=O)Nc2ccc3c(c2)OCO3)c1[N+](=O)[O-]	33*	5%	x
20	COc1ccc(NC(=O)CCN2CCCCCC2)c(OC)c1	-2	-4%	-16%
21	CCOC(=O)c1c(N)sc2c1CCSC2	-4	u	-10%
22	Cc1ccc(C(=O)C(OC(=O)CN2C(=O)c3ccccc3C2=O)c2ccccc2)cc1C (configuration not stated)	-2	19%	-6%
23	O=C(CCn1c(=O)sc2ccccc21)NC1=NCCS1	10	-1%	1%
24	COc1ccc(Cn2c(N)c(C#N)c3nc4ccccc4nc32)cc1	-2	-5%	u

no.	Pf growth 96h	Shiga toxin inh	Pf growth 48h
17	u	-13	5%
18	u	3	u
19	39%	52*	8%
20	-20%	13	6%
21	u	-13	x
22	131%[activator]	-8	19%
23	u	19	24%
24	u	-11	4.7µM*

# Remaining list, next part
no.	mol	Cycloheximide cs	HCV inh	FBPA Giardia inh
25	N#CCC(=O)NNC(=S)Nc1ccccc1C(F)(F)F	5	10%	10%
26	CC(C)[N+]1=C2C=CC=CC=C2SC12C([N+](=O)[O-])=CC(=[N+]([O-])[O-])C=C2[N+](=O)[O-] (configuration not stated)	0	-13%	-19%
27	Oc1ccc(-c2cn3cc(C(F)(F)F)ccc3n2)cc1	10	-3%	-22%
28	Cc1nn(C)cc1S(=O)(=O)N1CCN(Cc2ccc(F)cc2Cl)CC1	1	13%	2%
29	COc1cc(/C=C2\CC/C(=C\c3cc(OC)c(O)c(OC)c3)C2=O)cc(OC)c1O	1	u	1.6µM*
30	O=C(NCc1nc2ccccc2[nH]1)c1ccc(Cl)c(S(=O)(=O)N2CCCC2)c1	14*	0%&-15%	1%
31	Cc1nn2c(N3CCN(C)CC3)c3c(nc2c1-c1ccccc1)CCCC3	-3	-3%	4%
32	CCSc1nc(C)c(CC)c(C)c1C(N)=O	-4	-3%	1%

no.	Pf growth 96h	Shiga toxin inh	Pf growth 48h
25	-4%	9	25%
26	34%[activator]	2	16%
27	80%[activator]	18	83%[activator]
28	u	-9	-4%
29	6.6µM*	-11	u
30	24%	32	10µM*
31	9.3µM*	-12	66%[activator]
32	x	-8	-14%

# Of the compounds above, these have an aryl thioether with sulfur outside any ring.
no.	mol	Cycloheximide cs	HCV inh	FBPA Giardia inh
2	CC(Sc1nnc(Cc2ccc([N+](=O)[O-])cc2)o1)C(N)=O (configuration not stated)	2	13%	-1%
11	CCOC(=O)c1ccc(Oc2nc(NC)nc(SC)n2)cc1	-8	-6%	8%
32	CCSc1nc(C)c(CC)c(C)c1C(N)=O	-4	-3%	1%

no.	Pf growth 96h	Shiga toxin inh	Pf growth 48h
2	2%	-12	46%[activator]
11	x	-20	3.7µM*
32	x	-8	-14%

# Later entries.
no.	mol	Cycloheximide cs	HCV inh	FBPA Giardia inh
33	COc1ccc(S(=O)(=O)N2CCN(c3nc4ccccc4nc3-n3nc(C)cc3C)CC2)cc1	-3	13%	0%
34	CC1(C)NC(=O)N(CC(O)CN(c2cccc([N+](=O)[O-])c2)S(=O)(=O)c2ccccc2)C1=O (configuration not stated)	-9	13%	x
35	O=C(Nc1ccc2ccccc2c1)c1cn(-c2ccccc2)nc1-c1cccs1	10	u	-5%
36	O=C(C1=C[C@@H](C2CCCCC2)C[C@@H](OCc2ccc(CO)cc2)O1)N1CCOCC1	-2	10%	4%
37	CC1(C)C(c2cccs2)=[N+]([O-])C2(CCCCC2=O)N1O (configuration not stated)	13	3%	9%
38	CCCCc1nc2ccccc2c(=O)n1NC(=O)c1c(O)c2c(n(CC(C)C)c1=O)CCCC2	-3	-2%	18%
39	Cc1cccc(C)c1NC(=O)c1ccc(-n2cnnn2)cc1	1	0%	13%
40	Cc1ccc(CNC(=O)CCCc2c[nH]c3ccccc23)cc1	11	-13%	x

no.	Pf growth 96h	Shiga toxin inh	Pf growth 48h
33	9.3µM*	-4	u
34	-30%	-5	24%
35	13µM*	32	u
36	u	-16	-20%
37	-28%	14	u
38	u	-7	u
39	u	-18	2%
40	0%	7	-2%

# Later entries.
no.	mol	Cycloheximide cs	HCV inh	FBPA Giardia inh
41	CC1CCCN(C(=O)COC(=O)c2ccc3[nH]c4c(c3c2)CCCC4)C1 (configuration not stated)	x	u	x
42	CC1CCC(NC(=O)CN2CCC(n3nnc4cc(F)ccc43)CC2)CC1 (configuration not stated)	-1	u	3%
43	COc1ccc(Cl)cc1NS(=O)(=O)c1cccc(C(=O)N2CC(C)OC(C)C2)c1 (configuration not stated)	x	32%[activator]	x
44	CNC(=O)NC(=O)CN1C(=O)NC2(CCOc3ccccc32)C1=O (configuration not stated)	-5	10%	x
45	Cc1ccc2c(c1)C1CN(C)CCC1N2C(=O)c1cccnc1Cl (configuration not stated)	-2	0%	1%
46	O=C(c1ccccc1)c1cnc2ccc(Cl)cc2c1N1CCOCC1	-5	-4%	3%
47	c1ccc2c(c1)CCC[C@@H]2C1=NCCN1	x	x	-3%[21.7 µM]
48	NC(=O)C1(N2CCCCC2)CCN(C(=S)NC2CCCC2)CC1	-2	10%	-5%

no.	Pf growth 96h	Shiga toxin inh	Pf growth 48h
41	16%	x	37%[activator]
42	21%	-14	u
43	u	x	-10%
44	-12%	28	-10%
45	47%[activator]	-3	-15%
46	44%[activator]	-17	0%
47	-1%	x	5%
48	22%	-4	6%

# Next compounds:
no.	mol	Cycloheximide cs	HCV inh	FBPA Giardia inh
49	CCCCn1c(O)c(C(C)=Nc2ccc(C(=O)O)cc2)c(=O)[nH]c1=O	-5	-29%	-2%
50	CN(C)CCCN(CCCNC(=O)/C=N/O)Cc1ccccc1	-7	-4%	-8%
51	Cc1cc(C)cc(NC(=O)CCn2cnc3cc(C)c(C)cc32)c1	-3	-5%	-11%
52	CCn1ncc(Br)c1C(=O)Nc1ccc(OC(F)(F)F)cc1	10	6%	-3%
53	COCC1OS(=O)(=O)NC(CC(=O)SC(C)(C)C)C1C (configuration not stated)	-4	9%	1%
54	CCCNC(=O)N1[C@H]2CC[C@@H]1C(C(=O)OC)=C(c1c(C)noc1C)C2	x	4%	x
55	CC(=O)N1CCc2cc(S(=O)(=O)CCC(=O)NCc3ccco3)ccc21	-4	17%	6%
56	CCOC(=O)c1c(-c2ccccc2)csc1/N=C/C1C(=O)CCCC1=O	-3	u	-11%

no.	Pf growth 96h	Shiga toxin inh	Pf growth 48h
49	u	-10	8%
50	-27%	-10	1%
51	u	-10	-2%
52	5%	14	29%
53	1%	4	-2%
54	57%[activator]	x	-17%
55	u	-6	0%
56	3%	-4	9%

# Later entries:
no.	mol	Cycloheximide cs	HCV inh	FBPA Giardia inh
57	CN(C)C(=O)c1cccn1-c1ncc(C(F)(F)F)cc1Cl	-7	18%	4%
58	COc1cc(OC)c(OC)cc1/C=N/n1c(C)nnc1C	-1	21%	-1%
59	CCCCC(=O)Nc1ccc2c(c1)oc1ccccc12	25*	u	1%
60	CC1CN(CCCCOc2ccc(F)cc2)CC(C)O1 (configuration not stated)	-7	6%	u
61	O=C(CNc1cccc2ccccc12)N/N=C/C(Br)=C/c1ccccc1	-2	-28%	-8%
62	C[C@]12C=CC(=O)C=C1CCC1C3CC[C@](O)(C(=O)CO)[C@@]3(C)CC3OC312 (some centres not stated)	3	-1%	-4%
63	C=CCN=Cc1sc2ccc(OCC)cc2c1O	51*	2%	-4%
64	CN(c1ccccc1C(=O)Nc1ccc(F)c(Cl)c1)S(C)(=O)=O	-2	9%	-2%

no.	Pf growth 96h	Shiga toxin inh	Pf growth 48h
57	-3%	-4	207%[activator]
58	x	14	17%
59	278%[activator]	73*	361%[activator]
60	-3%	11	0%
61	15%	-8	7%
62	1%	2	-19%
63	78%[activator]	153*	120%[activator]
64	u	-15	7%

# (next part)
no.	mol	Cycloheximide cs	HCV inh	FBPA Giardia inh
65	Cc1ccccc1OCCNc1cc(N2CCCCC2)ccc1[N+](=O)[O-]	-2	14µM*	-2%
66	N#Cc1ccccc1S(=O)(=O)N1CCN(C(=O)CCc2ccccc2)CC1	x	15%	x
67	O=C(NN1C(=O)C2C3C=CC(C3)C2C1=O)c1ccncc1 (configuration not stated)	-6	9%	0%
68	CCCNC(=O)c1cc(Cl)c(NC(=O)C2=CSCCO2)cc1OC	20	u	x
69	CCOP(=O)(OCC)/C(=C/N1CCCCC1)NC(=O)c1ccccc1	13*	4%	5%
70	O=C(c1nc2ccccn2c1CNCCn1ccc2ccccc21)N1CCOCC1	-1	u	3%
71	O=C(O)CCn1c2c(c3ccccc31)CCCC2	-3	17%	11%

no.	Pf growth 96h	Shiga toxin inh	Pf growth 48h
65	u	10	u
66	u	x	-2%
67	u	50	0%
68	3%	19*	11%
69	u	29	7%
70	u	-15	u
71	x	-23	18%

# Part of the list above, reduced to Pf growth 48h.
no. | molecule | Pf growth 48h
68 | CCCNC(=O)c1cc(Cl)c(NC(=O)C2=CSCCO2)cc1OC | 11%
69 | CCOP(=O)(OCC)/C(=C/N1CCCCC1)NC(=O)c1ccccc1 | 7%
